PGC1a acetyl inh: modulators of PGC1a acetylation; U2OS PGC1a acetylation, AlphaScreen anti-acetyl-lysine; with virally co-expressed GCN5 acetyltransferase; 0.17% of 350,000 active; inhibition, % at 15.6 µM;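 active means every replicate shows inhibition of at least 40%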;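 further: 0% = neutral control wells and 100% = positive control wells; some results beyond the cut were filed as inactive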
GSIS activator: GLuc luminescence reporter in INS-1E cells, primary screen for activators of glucose-dependent secretion of insulin. INS-1E GLuc reporter insulin secretion, 2-3 h. activation, % at 16.6 µM. 0.61% of 370,000 active. AID 743287;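 active means lowest replicate activation of at least 40%, so every replicate reaches that level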;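 further: 0% = median of neutral control wells and 100% = median of IBMX positive control wells; some compounds called inactive have numbers as strong as hits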
Cneo AK release: causes C. neoformans cell lysis | adenylate kinase release luminescence, 4 h; normalised: neutral wells 0, clomiphene wells 100 | 0.2% of 360,000 active | AID 651654 | lysis activity, % at 15 µM;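 active means mean lysis activity across replicates of at least 80%, whatever share of replicates individually reach that level; inactive means mean lysis activity below 80%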
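Assay system: C. neoformans cells. Amount: yeast cell density of 5 × 10^6 cells/mL. Technique: AK luminescence. Buffer or medium: YPD. Times: static 4 h at 37 °C with compound, 1 h detection. Dosing: single-point compound dose. Read-out: lysis from increased AK signal.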
FN deposit inh: fibronectin deposition inhibition; AH1F fibroblasts, Alexa488-fibronectin deposition fluorescence, overnight; inhibition, % at 12.6 µM; 0.086% of 350,000 active; AID 743247;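 active means mean inhibition across replicates of 30% or more, regardless of how many single replicates reach that level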;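 further: positive control wells lacked labelled fibronectin entirely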
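Test system: AH1F fibroblast monolayer depositing Alexa488-labelled fibronectin into matrix. Input: 10000 cells per well. Technique: fluorescence, ex 485 nm, em 525 nm. Buffer or medium: DMEM plus 2% serum, read in PBS. Timing: 1 h cell adhesion before compound, then overnight fibronectin incubation. Compound: single dose, pinned. Read-out basis: inhibition from reduced deposited-fibronectin fluorescence.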
CFTR F508del cor: CFTR F508del correction in bronchial cells; CFBE cells, YFP halide quenching; stimulated with forskolin plus potentiator P3; % fluorescence drop versus neutral controls; activity (quench increase), % at 7.58 µM; 0.36% of 350,000 active;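 active means mean added fluorescence quench of at least 8% versus neutral control, with both replicates also reaching 8%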;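 further: cells transiently co-express mutant CFTR-F508del with the halide-sensitive YFP; corrector assay measuring rescue of mutant channel to the surface after 24 h compound exposure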
An asterisk follows results filed as active; . = no result given.

The opening 3 compounds, ahead of the listing:
# | structure | PGC1a acetyl inh | GSIS activator | Cneo AK release
1 | COc1ccc(NC(=S)NCCCN2CCOCC2)cc1 | 7 | . | .
2 | CC(=O)n1nc(-c2cccnc2)nc1NCc1cccs1 | -5 | . | .
3 | CC(=O)c1c(C)[nH]c(C(=O)NCc2ccco2)c1C | -12 | . | .

# | FN deposit inh | CFTR F508del cor
1 | -5 | 4.2
2 | 8 | 0.9
3 | -3 | 0.3

The whole of this part (from the top)
# | structure | PGC1a acetyl inh | GSIS activator | Cneo AK release
1 | COc1ccc(NC(=S)NCCCN2CCOCC2)cc1 | 7 | . | .
2 | CC(=O)n1nc(-c2cccnc2)nc1NCc1cccs1 | -5 | . | .
3 | CC(=O)c1c(C)[nH]c(C(=O)NCc2ccco2)c1C | -12 | . | .
4 | OC(COc1ccc(Cl)cc1)CN1CCN(c2ccccn2)CC1 (centres undefined) | 1 | . | .
5 | COC(=O)c1sc(-c2ccc(Cl)cc2)cc1NC(=O)c1ccccc1C(=O)O | 5 | . | .
6 | Cc1ccc(NNC(=O)c2ccno2)cc1C | -4 | . | .
7 | COc1cc(C(=O)NC(=S)N2CCCCCC2)cc(OC)c1OC | 0 | . | .
8 | CN(N)c1nc(N2CCCC2)nc(N2CCCC2)n1 | -7 | . | .
9 | Cc1cccc(C(=O)NNC2=CC(=O)CC(C)(C)C2)c1O | -4 | . | .
10 | COC(=O)c1ccccc1C(=O)N(c1ccccc1)c1ccccc1 | 0 | . | .

# | FN deposit inh | CFTR F508del cor
1 | -5 | 4.2
2 | 8 | 0.9
3 | -3 | 0.3
4 | 0 | 0.7
5 | -11 | 2.1
6 | 0 | -0.5
7 | -7 | 0.8
8 | -6 | -2.2
9 | -5 | -1.2
10 | -2 | -2.8

Part of the list above, as labelled records:
(3) CC(=O)c1c(C)[nH]c(C(=O)NCc2ccco2)c1C
  PGC1a acetyl inh = -12 | GSIS activator = . | Cneo AK release = . | FN deposit inh = -3 | CFTR F508del cor = 0.3
(4) OC(COc1ccc(Cl)cc1)CN1CCN(c2ccccn2)CC1 (centres undefined)
  PGC1a acetyl inh = 1 | GSIS activator = . | Cneo AK release = . | FN deposit inh = 0 | CFTR F508del cor = 0.7

New compounds follow
# | structure | PGC1a acetyl inh | GSIS activator | Cneo AK release
11 | FC(F)(F)c1ccccc1-n1c(-c2cnccn2)n[nH]c1=S | 0 | . | .
12 | NC(=O)/C(=C\c1ccccc1)NC(=O)c1ccc(NC(=O)c2ccccc2)cc1 | 0 | . | .
13 | O=C(Nc1c(C(=O)O)[nH]c2ccccc12)c1cccc(C(F)(F)F)c1 | -2 | . | .
14 | N/C(CCS(=O)(=O)c1ccc(Cl)cc1)=N\OC(=O)c1ccc(Cl)cc1 | 11 | . | .
15 | CC(=O)Nc1ccc(NC(=O)CN(C)CC(=O)Nc2ccccc2Br)cc1 | 19 | . | .
16 | COC(=O)CNC(=S)NC(=O)c1ccc(C(C)(C)C)cc1 | -2 | . | .
17 | CCOC(=O)c1c(NC(=O)Cn2nc(C(=O)O)c3ccccc3c2=O)sc2c1CCC(C)C2 (centres undefined) | -2 | . | .
18 | C[n+]1cccc2cccc([O-])c21 | 8 | . | .
19 | CN(C)S(=O)(=O)c1cccc(NC(=O)c2n[nH]c(=O)c3ccccc23)c1 | 12 | . | .
20 | COC(=O)N/N=C/c1cccc([N+](=O)[O-])c1 | 0 | . | .

# | FN deposit inh | CFTR F508del cor
11 | 5 | 0.6
12 | 0 | 0.7
13 | -5 | 0.7
14 | -19 | 0.0
15 | 1 | 1.2
16 | 10 | 1.9
17 | 5 | 1.3
18 | 3 | -4.3
19 | 13 | -1.0
20 | -11 | 1.4

(listing goes on)
# | structure | PGC1a acetyl inh | GSIS activator | Cneo AK release
21 | CC(CCc1ccccc1)NC(=O)CNC(=O)COc1ccccc1 (centres undefined) | -1 | . | .
22 | Cc1csc2ncnc(N3CCN(C(=O)Nc4ccc(OC(F)(F)F)cc4)CC3)c12 | 17 | . | .
23 | COC(=O)c1ccc(NC(=O)CN2CCN(c3ccccn3)CC2)cc1 | 1 | . | .
24 | CC(C)C(=O)Nc1c(-c2ccccc2)c(=O)c2ccccc2n1C | -17 | . | .
25 | COc1ccc(C2NC(=S)NC3=C2N2CCC3CC2)cc1 (centres undefined) | 6 | . | .
26 | NNC(=O)CSCc1nc(-c2ccccc2)cs1 | 3 | . | .
27 | Cc1oc(-c2cccc3ccccc23)nc1CN1CCN(c2ncnc3ccccc23)CC1 | 5 | . | .
28 | Brc1ccc(-c2nnc3sc(CN4CCc5ccccc5C4)cn23)cc1 | -2 | . | .
29 | CC1CCCN(C(=S)SCC(=O)c2cc(Br)cc(Br)c2O)C1 (centres undefined) | -10 | . | .
30 | O=C(O)CSc1ncnc2c1sc1nc(-c3ccccc3)c3c(c12)CCC3 | -5 | . | .

# | FN deposit inh | CFTR F508del cor
21 | 12 | 1.8
22 | 8 | -1.8
23 | 2 | -5.2
24 | 2 | 1.4
25 | 1 | -1.4
26 | -16 | 0.3
27 | -2 | 1.3
28 | 6 | 2.8
29 | -3 | 0.2
30 | 12 | -1.9

Later entries.
# | structure | PGC1a acetyl inh | GSIS activator | Cneo AK release
31 | N#Cc1c(-c2cccs2)nc(SCc2ccc(Cl)cc2)[nH]c1=O | 0 | . | .
32 | Nc1cc(C(F)(F)F)cc([N+](=O)[O-])c1N | 10 | . | .
33 | N=c1oc2ccc(Cl)cc2cc1C(=O)NC1CCCCCC1 | . | -1 | 1
34 | COCCN(C(=O)COC(=O)c1ccccc1Oc1ccccc1)c1c(N)n(Cc2ccccc2)c(=O)[nH]c1=O | . | -15 | 1
35 | C/C=C(\C)CN1CCC(Oc2cc(C(=O)NC3CC3)ccc2OC)CC1 | . | -5 | 1
36 | O=C(NCCNC(=O)c1ccccc1Br)c1cccnc1 | . | 0 | 0
37 | S=C(NC1CC1)N1CCCc2ccccc21 | . | 4 | -2
38 | COCc1ccc(C(=O)N2CCCCC2C(=O)Nc2ccc(-n3nc(C)cc3C)cc2)o1 (centres undefined) | . | -3 | 0
39 | O=C1C(=O)N(Cc2cccnc2)C(c2cccc(Br)c2)/C1=C(/O)c1ccc2c(c1)OCO2 (centres undefined) | . | -3 | -3
40 | COCCN(C(=O)COC(=O)c1oc2ccc(OC)cc2c1C)c1c(N)n(Cc2ccccc2)c(=O)[nH]c1=O | . | 0 | -2

# | FN deposit inh | CFTR F508del cor
31 | -2 | -2.0
32 | 0 | 2.9
33 | . | 0.4
34 | . | -0.7
35 | . | -2.6
36 | . | -3.2
37 | . | -3.1
38 | . | -1.1
39 | . | -2.0
40 | . | -1.0

More entries follow.
# | structure | PGC1a acetyl inh | GSIS activator | Cneo AK release
41 | O=C(CNC(=O)c1ccc(Br)o1)NCc1ccccc1Cl | . | 8 | 1
42 | COc1ccc(OC)c(CN2CCN(C(=O)c3cc(S(=O)(=O)Nc4ccccc4OC)ccc3C)CC2)c1 | . | -5 | 0
43 | COc1ccc(Cl)cc1NC(=O)Nc1cnccn1 | . | 13 | 4
44 | COc1ccc2c3c([nH]c2c1)[C@H](CO)N(C(C)=O)CC31CCN(C(=O)CN2CCOCC2)CC1 | 4 | 17 | .
45 | CCCNC(=O)N1[C@H](CO)[C@@H](c2ccccc2)C12CN(C(=O)c1cccnc1)C2 | 0 | 9 | .
46 | CCCNC(=O)N1[C@@H](CO)[C@H](c2ccccc2)C12CN(C(=O)CC1CC1)C2 | -15 | 2 | .
47 | O=C(C1CCOCC1)N1CC(=O)N2[C@H](C1)[C@H](c1ccc(Br)cc1)[C@@H]2CO | -3 | 0 | .
48 | O=C(NCc1ccncc1)NC12CC3CC(CC(C3)C1)C2 | 3 | 9 | .
49 | COc1ccc2c3c(n(C)c2c1)[C@@H](CO)N(C(=O)CC1CC1)CC31CCN(C(=O)C2CCC2)CC1 | 6 | -8 | .
50 | CCCNC(=O)N1CC(=O)N2[C@@H](CO)[C@H](c3ccc(-c4cccc(C)c4)cc3)[C@@H]2C1 | -19 | 0 | .

# | FN deposit inh | CFTR F508del cor
41 | . | 1.2
42 | . | 2.4
43 | . | 1.7
44 | . | -2.3
45 | . | 1.0
46 | . | 1.6
47 | . | -3.4
48 | . | -1.6
49 | . | 0.9
50 | . | 2.4

(more compounds)
# | structure | PGC1a acetyl inh | GSIS activator | Cneo AK release
51 | COCC(=O)N1CC2(C1)CN(Cc1cc(F)ccc1F)[C@H](CO)c1c2c2ccc(OC)cc2n1C | 7 | 7 | .
52 | COc1ccc2c3c([nH]c2c1)[C@@H](CO)N(C(=O)C1CCOCC1)CC31CN(Cc2cccc(F)c2)C1 | 4 | 12 | .
53 | COc1ccccc1-c1ccc([C@H]2[C@H](CO)N(C(=O)C3CC3)C23CN(C(C)=O)C3)cc1 | -1 | 7 | .
54 | C/C(=N/OC(=O)c1c(-c2c(F)cccc2Cl)noc1C)c1cnccn1 | 4 | -5 | .
55 | CCOC(=O)C(C)Oc1cc(Cl)c(C=O)cc1OC (centres undefined) | 7 | -11 | .
56 | O=C(NCc1nnc(SCC(=O)N2CCc3ccccc32)o1)c1cccs1 | 4 | 4 | .
57 | C[C@@H]1CCCCO[C@@H](CN(C)C)[C@@H](C)CN([C@H](C)CO)C(=O)c2cc(NC(=O)CCCCCC(=O)Nc3ccccc3N)ccc2O1 | 2 | -1 | .
58 | COc1ccc2c3c(n(C)c2c1)[C@@H](CO)NCC31CCN(C(=O)Nc2ccccc2F)CC1 | -2 | 4 | .
59 | O=C(C[C@@H]1CC[C@H](NC(=O)C2CCOCC2)[C@H](CO)O1)NCC1CC1 | 8 | 15 | .
60 | CN(C)C(=O)c1cccc(-c2ccc([C@@H]3[C@@H](CO)N4C(=O)CNC[C@@H]34)cc2)c1 | 2 | 7 | .

# | FN deposit inh | CFTR F508del cor
51 | . | -1.6
52 | . | 0.3
53 | . | 1.8
54 | . | -1.3
55 | . | 0.5
56 | . | -0.9
57 | . | 0.3
58 | . | -0.2
59 | . | 2.7
60 | . | -1.7

The results go on.
# | structure | PGC1a acetyl inh | GSIS activator | Cneo AK release
61 | CC(=O)N1CC2(C1)[C@H](c1ccc(-c3cccc(F)c3)cc1)[C@H](CO)N2CC1CCCC1 | -21 | -11 | .
62 | CCC(=O)N1CC(=O)N2[C@H](C1)[C@@H](c1ccc(C#Cc3cccc(F)c3)cc1)[C@@H]2CO | 0 | 1 | .
63 | COc1ccc2c3c(n(C)c2c1)[C@H](CO)N(C(=O)CC1CC1)CC31CCN(Cc2ccncc2)CC1 | 4 | -2 | .
64 | O=C(CSc1ccc(-c2cccc([N+](=O)[O-])c2)nn1)N1CCCCC1 | 6 | 5 | .
65 | CN(C)c1nc(N)nc(-c2nc3ccccc3s2)n1 | -2 | 2 | .
66 | Cc1cc(NC(=O)CCSc2ccccc2)no1 | -7 | 6 | .
67 | COc1ccnc(Oc2ccc3ccccc3c2)c1C#N | 14 | 10 | .
68 | COc1ccc2c3c([nH]c2c1)[C@@H](CO)N(C(=O)CC1CC1)CC31CCN(C(=O)CC2CC2)CC1 | 9 | -6 | .
69 | CC(=O)N/C(=C\c1ccccc1)C(=O)NC(C)C(=O)O (centres undefined) | -8 | 1 | .
70 | C[C@@H]1CN([C@@H](C)CO)C(=O)Cc2cc(NC(=O)CCCCCC(=O)Nc3ccccc3N)ccc2O[C@@H]1CN(C)C(=O)Nc1cccc2ccccc12 | 3 | 0 | .

# | FN deposit inh | CFTR F508del cor
61 | . | -0.4
62 | . | 1.7
63 | . | 0.5
64 | . | -2.2
65 | . | 3.5
66 | . | -0.1
67 | . | -0.8
68 | . | -1.9
69 | . | -1.9
70 | . | -5.3

More records.
# | structure | PGC1a acetyl inh | GSIS activator | Cneo AK release
71 | CCCNC(=O)N1CC2(CCN(S(=O)(=O)CC)CC2)c2c(n(C)c3cc(OC)ccc23)[C@H]1CO | -10 | 1 | .
72 | O=C(c1cccnc1)N1CC(=O)N2[C@H](C1)[C@@H](c1ccc(-c3ccc(F)cc3)cc1)[C@@H]2CO | 3 | 2 | .
73 | COc1ccc(OC)c(NC(=S)N2CCc3ccccc3C2)c1 | 6 | 6 | .
74 | CC=Cc1ccc2n(c1=O)C[C@@H]1[C@@H](CO)[C@H](C(=O)NC3CCC3)N(C(=O)C3CC3)[C@H]21 (mixture of isomers) | 2 | 6 | .
75 | CCC(=O)N1[C@H](CO)[C@@H](c2ccccc2)C12CN(C(=O)c1cnccn1)C2 | 8 | 4 | .

# | FN deposit inh | CFTR F508del cor
71 | . | 0.7
72 | . | 1.6
73 | . | 2.9
74 | . | -1.7
75 | . | -1.4

Source: PubChem BioAssay

Some of the compounds tested; rates above refer to the full screens.
